Source: PubChem BioAssay
Growth percent in the NCI-60 one-dose screen (48 h, 10 µM unless noted): 100 = growth as untreated, 0 = no growth, -100 = all killed.
NCI-H23: NCI-H23 lung cancer; actives 4% (n = 80,000); AID 1794731
OVCAR-8: OVCAR-8 ovarian cancer; actives 4.4% (n = 81,000); AID 1794782
NCI-H522: NCI-H522 lung cancer | actives 8% (n = 78,000)
OVCAR-3: OVCAR-3 ovarian cancer; actives 7% (n = 79,000)
NCI-H460: NCI-H460 lung cancer; actives 6.8% (n = 82,000); AID 1794736
NCI-H322M: NCI-H322M lung cancer; AID 1794733; actives 2.7% (n = 80,000)
NCI-H226: NCI-H226 lung cancer; actives 3.5% (n = 79,000)
NCI/ADR-RES: NCI/ADR-RES ovarian cells; actives 4.4% (n = 81,000); AID 1794790
OVCAR-5: OVCAR-5 ovarian cancer; AID 1794783; actives 2.9% (n = 82,000)
Numbers without * were called inactive; . = not tested or not shown; & = joins results of further samples. The calls were made as follows: active = growth percent below 10; inactive = the rest.

1: CCN(CC)CCCC(C)Nc1cnc(C(=O)Nc2ccc(Cl)c3cccnc23)cn1 (centres undefined)
2: COC(=O)CC[C@@H](C)[C@H]1CC[C@H]2[C@@H]3CC[C@@H]4C[C@@H](Nc5c([C@@H](C)[C@H]6CC[C@H]7[C@@H]8CCC9=CC(=O)CC[C@]9(C)[C@H]8CC[C@]67C)nc6ccc(Cl)cn56)CC[C@]4(C)[C@H]3CC[C@]12C
3: CC1=C(CC/C=N/Nc2ccc([N+](=O)[O-])cc2[N+](=O)[O-])C2=C(C)C3(CC3)[C@@](C)(O)C(=O)C2=C1
4: COc1ccc(C(=O)/C=C/c2cccc(Cl)c2Cl)cc1S(N)(=O)=O
5: CCOC(=O)c1ccc(Nc2nc(NN)nc(-c3ccccc3)c2C#N)cc1
6: NNc1nc(-c2cccnc2)nc2c1sc(=S)n2-c1ccccc1
7: COc1ccc(C2CC(c3cccc(Nc4ccnc5cc(Cl)ccc45)c3)=NN2c2ccccc2)cc1 (centres undefined)
8: CC1=CC(=O)C(C(C)=Nc2ccccc2Cl)C(=O)O1 (centres undefined)

assay / entry	1	2	3	4	5	6	7	8
NCI-H460	3.5*	103	45	-0.6*	119	107	44	109
NCI/ADR-RES	52	99	84	13	108	102	.	140
OVCAR-5	53	97	104	-7.8*	105	102	86	151
OVCAR-8	27	103	77	-64*	115	93	76	97
NCI-H23	80	95	67	-16*	111	102	80	142
NCI-H226	39	85	90	19	108	105	89	104
NCI-H322M	35	100	75	12	100	101	75	121
OVCAR-3	-24*	102	96	-56*	127	93	92	.
NCI-H522	4.4*	88	70	-56*	91	59	54	121

9: C#CCOc1ccccc1C(OC(=O)c1cccc(N)c1)C(=O)NC(C)(C)C(C)(C)C (centres undefined)
10: CCOC(=O)c1sc(/N=C2\C(=O)Nc3c(Cl)cccc32)nc1C
11: C=C(C)[C@@H]1CC[C@]2(c3nnc(-c4ccncc4)o3)CC[C@]3(C)[C@H](CC[C@@H]4[C@@]5(C)CCC(=O)C(C)(C)[C@@H]5CC[C@]43C)[C@@H]12
12: CC(C)N(Cc1ccccc1)c1c(S)ssc1=S
13: CC1=C(SCCC(=O)OC(C[Se]C2=C(C)C(=O)c3ccccc3C2=O)C(=O)NC(C)(C)C)C(=O)c2ccccc2C1=O (centres undefined)
14: CSC(=S)N/N=C/c1cn(-c2ccccc2)nc1-c1cc2ccccc2oc1=O
15: C=CCNC(=S)/N=C/C(C(=O)Nc1ccccc1)=C(/C)O
16: Nc1ccc2ccc(N)cc2c1

assay / entry	9	10	11	12	13	14	15	16
NCI-H460	102	.	99	4.4*	-59*	21	101	92
NCI/ADR-RES	101	92	94	16	-69*	49	109	74
OVCAR-5	105	107	96	14	-69*	84	112	124
OVCAR-8	98	100	90	15	-79*	58	97	82
NCI-H23	97	87	94	23	-43*	75	97	70
NCI-H226	97	97	88	14	-63*	66	88	96
NCI-H322M	101	97	94	7.6*	-80*	63	99	69
OVCAR-3	112	99	97	28	-98*	65	108	26
NCI-H522	96	85	85	.	-48*	73	88	.

17: c1ccc(C(CN2CCCCC2)Oc2ccccn2)cc1 (centres undefined)
18: Cc1nc(-c2cc3ccccc3oc2=O)ccc1C(=O)/C=C/c1ccc(N2CCOCC2)cc1
19: O=c1cc(O)cc2n1CCC2
20: CN1Cc2cccc(N3CCNCC3)c2C[C@@H]1CN(C)[C@H]1CCCc2cccnc21
21: O=[N+]([O-])c1cccc(N=NNc2cccc([N+](=O)[O-])c2)c1
22: CCCCN(N=C(c1ccccc1)c1ccccc1)c1ccccc1
23: O=C1C=C(Nc2ccccc2)c2ncccc2C1=O
24: C=CC(=O)N1CCC[C@H](n2c(=O)n(-c3ccc(Oc4ccccc4)cc3)c3c(N)ncnc32)C1

assay / entry	17	18	19	20	21	22	23	24
NCI-H460	113	90	109	91	100	102	-69*	96
NCI/ADR-RES	106	67	99	102	94	95	-25*	75
OVCAR-5	110	101	110	97	95	87	-90*	87
OVCAR-8	101	81	109	89	100	113	-93*	66
NCI-H23	97	.	99	104	95	81	-43*	93
NCI-H226	.	88	107	95	108	90	-47*	79
NCI-H322M	.	107	114	97	101	117	-97*	19
OVCAR-3	129	87	116	106	101	96	-75*	76
NCI-H522	81	61	99	75	78	83	-75*	11

25: CC1=C(C#N)C2=NN3CC(c4ccccc4)=NC3=NN2C(c2ccccc2)=C1
26: NC(=S)N/N=C/C(=O)O
27: O=C1OCC2=C1C(c1ccc(Cl)c(Cl)c1)c1cc3c(cc1N2CCO)CCC3 (centres undefined)
28: Cc1ccc(-c2nc(C#N)c(N3CCN(S(=O)(=O)c4ccccc4)CC3)o2)cc1
29: COc1ccc(Nc2ncccc2C(=O)NCc2cn(Cc3cccc(Oc4ccccc4)c3)nn2)cc1
30: COc1cc([C@@H]2NC(=O)NC(C)=C2C(=O)Nc2nc(-c3ccc(Cl)cc3)cs2)ccc1O
31: CN(C)c1oc(-c2ccccc2)nc1C#N
32: CCCCC[C@H]1C/C=C2/C(=O)C=C[C@@H]2C/C=C\CCCC(=O)O1

assay / entry	25	26	27	28	29	30	31	32
NCI-H460	101	100	5.5*	96	22	102	98	-1.5*
NCI/ADR-RES	100	89	4.5*	102	16	97	104	10
OVCAR-5	96	102	35	109	75	100	93	-9.2*
OVCAR-8	100	82	23	101	66	102	102	6.0*
NCI-H23	95	99	32	.	55	96	97	-17*
NCI-H226	88	96	24	97	72	.	93	-65*
NCI-H322M	95	77	42	98	46	95	93	-53*
OVCAR-3	111	26	-42*	109	-4.7*	111	111	-59*
NCI-H522	87	97	-15*	87	26	84	98	-78*

33: CCOC(=O)C(CC(=O)O)=C(c1ccccc1)c1ccccc1
34: Nc1n[nH]c2cccc(C#Cc3cccc(C(=O)Nc4cc(CN5CCOCC5)cc(C(F)(F)F)c4)c3)c12
35: C=Cc1ccc(CC)cn1
36: N#Cc1c(-c2ccc(F)cc2)cc(-c2ccc(Br)s2)[nH]c1=O
37: N#CCN1CCOCC1
38: O=C1Nc2cc(Cl)ccc2/C1=C\c1ccc(OCc2ccccn2)cc1
39: COc1ccc2c(c1)c(CC(=O)[Se]CCC#N)c(C)n2C(=O)c1ccc(Cl)cc1
40: CCC(C)[C@H](NC(C)=O)C(=O)N[C@@H](CCCNC(=N)N)C(=O)N[C@@H](CCCCN)C(=O)N[C@@H](CC1CCC(O)CC1)C(=O)NC(C(=O)N[C@@H](CCSC)C(=O)N[C@@H](CCCNC(=N)N)C(=O)N[C@@]1(C)CCC/C=C\CCC[C@@](C)(C(=O)NC(C(=O)N[C@@H](CCC(=O)O)C(=O)N[C@@H](CC(C)C)C(=O)N[C@H](C(=O)N[C@@H](CCC(=O)O)C(N)=O)C(C)C)[C@@H](C)O)NC(=O)[C@H](CCC(N)=O)NC(=O)[C@H](CC(C)C)NC(=O)[C@H](CC(C)C)NC1=O)[C@@H](C)O (some centres undefined)

assay / entry	33	34	35	36	37	38	39	40
NCI-H460	102&98	27	105	106	95	43	1.2*	103
NCI/ADR-RES	102&94	42	97	101	107	61	-1.7*	108
OVCAR-5	100&86	34	102	106	100	84	29	115
OVCAR-8	99&80	29	104	105	99	86	6.3*	98
NCI-H23	94&90	38	99	103	102	53	3.4*	106
NCI-H226	83&101	27	107	.	101	51	-54*	108
NCI-H322M	102&94	62	100	102	99	75	-3.6*	.
OVCAR-3	112&106	47	106	112	103	94	-31*	104
NCI-H522	91&69	39	66	90	110	68	-8.6*	102

41: O=C1CC[C@@H](C(=O)O)N1
42: CC1CN(CCN2CC(C)N(C=O)CC2C)C(C)CN1C=O (centres undefined)
43: O=C(Cc1nc2cc(Cl)c(Cl)cc2nc1CC(=O)c1ccccc1)c1ccccc1
44: CNc1cccc([N+](=O)[O-])c1
45: C[C@]12CC[C@@H]3c4ccc(O)cc4CC[C@H]3[C@@H]1CC[C@@H]2NS(=O)(=O)c1ccc(C(F)(F)F)cc1
46: Cc1c2ccccc2[n+](C)c2ccccc12
47: CN(C)c1cccc2[nH]c(-c3[nH]ncc3Nc3ccnc(N)n3)nc12
48: Cc1nn(-c2ccc(C#N)cc2)c2nc3c(nc12)c(=O)[nH]c1ccccc13

assay / entry	41	42	43	44	45	46	47	48
NCI-H460	97&108	111&116	73	112	3.9*	77	-33*	109
NCI/ADR-RES	108&105	113&122	75	101	53	97	-1.5*	87
OVCAR-5	109&101	99&102	78	101	90	106	-1.2*	112
OVCAR-8	98&104	107&110	73	102	57	36	-23*	.
NCI-H23	99	106&109	77	96	56	61	-45*	83
NCI-H226	102&97	105&107	70	96	52	76	-27*	100
NCI-H322M	108&116	116&117	81	120	64	104	-14*	106
OVCAR-3	124&126	124&128	82	111	35	82	-6.4*	122
NCI-H522	111&99	100&96	58	94	.	70	-25*	93

49: O=C1Oc2ccccc2C(=O)/C1=C/N1C(=O)N/C(=C\c2ccccc2Br)C1=O
50: Cc1cccc(Nc2nc(N)nc(N)c2N)c1
51: O=C(NC(=S)Nc1ccc(NC(=S)NC(=O)c2ccccc2)cc1)c1ccccc1
52: CCOC(=O)C1=C(CSC(=S)N2CCOCC2)N(C)C(=O)NC1c1ccccc1 (centres undefined)
53: CC1(C)CC(C#N)C(=O)O1 (centres undefined)
54: COc1cccc(-c2ccc(/C=N/NC(=O)c3[nH]c4ccc(Br)cc4c3-c3ccccc3)o2)c1
55: N#Cc1c(NCc2ccc(N3CCOCC3)cc2)oc(-c2ccccc2)c1-c1ccccc1
56: COc1ccc(C(=O)/C=C/c2cn(-c3ccccc3)nc2-c2ccc(S(C)(=O)=O)cc2)cc1

assay / entry	49	50	51	52	53	54	55	56
NCI-H460	100	106	113	111	116	4.1*	35	62
NCI/ADR-RES	99	95	114	94	109	-35*	79	47
OVCAR-5	120	111	113	89	103	12	101	81
OVCAR-8	99	95	106	101	105	-16*	70	81
NCI-H23	92	100	104	90	103	22	90	51
NCI-H226	98	97	107	96	113	31	82	80
NCI-H322M	102	586	93	82	94	46	95	85
OVCAR-3	107	100	117	96	121	8.3*	92	29
NCI-H522	73	86	81	93	114	-43*	86	77

57: O=C(c1cccs1)c1ccccc1Cc1ccccc1
58: Cc1cc(N2CCOCC2)nc(N2CCOCC2)c1C#N
59: CC(=O)C(CCN(C)C)c1ccccn1 (centres undefined)
60: COC(=O)CNC(=O)[C@H](CCSC)NC(=O)[C@H](Cc1ccccc1)NC(=O)[C@@H]1CCCN1C(=O)OC(C)(C)C
61: c1ccc2c3c([nH]c2c1)C1(CCCC1)c1c([nH]c2ccccc12)C31CCCC1
62: COc1cc2c(cc1OC)C1CC(=O)C(CC(C)C)CN1CC2 (centres undefined)
63: COc1ccc(/C=C2\Sc3ccc(C)cc3C2=O)cc1
64: c1ccc2c(c1)NC1(CCCCC1)S2

assay / entry	57	58	59	60	61	62	63	64
NCI-H460	107	106	105	107	87	108	100	95
NCI/ADR-RES	103	108	108	103	94	100	72	98
OVCAR-5	124	91	104	109	88	98	103	103
OVCAR-8	99	102	105	103	97	106	96	108
NCI-H23	102	104	106	105	87	100	97	96
NCI-H226	92	103	99	105	89	.	86	100
NCI-H322M	84	103	103	106	.	107	101	118
OVCAR-3	110	110	113	109	88	105	.	101
NCI-H522	100	98	93	95	87	98	67	97

An excerpt from above in order of number of heavy atoms, low to high.
57: O=C(c1cccs1)c1ccccc1Cc1ccccc1
62: COc1cc2c(cc1OC)C1CC(=O)C(CC(C)C)CN1CC2 (centres undefined)
60: COC(=O)CNC(=O)[C@H](CCSC)NC(=O)[C@H](Cc1ccccc1)NC(=O)[C@@H]1CCCN1C(=O)OC(C)(C)C

assay / entry	57	62	60
NCI-H460	107	108	107
NCI/ADR-RES	103	100	103
OVCAR-5	124	98	109
OVCAR-8	99	106	103
NCI-H23	102	100	105
NCI-H226	92	.	105
NCI-H322M	84	107	106
OVCAR-3	110	105	109
NCI-H522	100	98	95
